From PubChem
IMPase Li inh: qHTS Assay for Identifying the Cell-Membrane Permeable IMPase Inhibitors: Potentiation with Lithium | CHO-M1 cells, IP1 TR-FRET (IP-One), carbachol + lithium | Potency, µM (highest dose often 59.4 µM), for inactives: at the top dose activity, negative = IMPase inhibition, hits mostly inhibitors | 210,000 compounds, 0.35% hits | AID 1457, 2008;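 further: IP1 builds up when IMPase is blocked and the TR-FRET signal falls; plate controls were basal vehicle for no effect and high inhibitor control for full effect; nearly all actives have a fitted effect of over 50% in size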
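Steps: plate 2000 CHO-M1 cells per well and culture 16–30 h; add compound and lithium; incubate 30 min, 37C; add d2-IP1 tracer and Eu cryptate anti-IP1 antibody in lysis buffer; read after 10 min at room temperature.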
GAA inh: qHTS Assay for Inhibitors of Human alpha-Glucosidase as a Potential Chaperone Treatment of Pompe Disease; Lysosomal alpha-glucosidase (Homo sapiens), P10253; purified human GAA, 4-MU-alpha-glucoside fluorescence; Potency, µM (highest dose often 76.9 µM), inactives show at the top dose activity change, negative = inhibition, most hits filed as inhibitors; 200,000 compounds, 0.005% hits;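 further: plate controls were uninhibited enzyme wells for no effect and no-enzyme background for full effect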
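AC50 values come from Hill fits of compound titrations (up to 77 uM) against 4 nM human enzyme. Substrate 4-methylumbelliferyl-alpha-D-pyranoside at 400 uM, pH 5.0 citrate buffer, 20 min room temperature; fluorescence Ex 365/Em 440 after alkaline stop.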
GAA glycogen mod: qHTS Assay for Inhibitors and Activators of Human alpha-Glucosidase Cleavage of Glycogen; Lysosomal alpha-glucosidase (Homo sapiens), P10253; recombinant GAA, glycogen substrate, Amplex Red glucose oxidase fluorescence; Potency, µM (titrated, usually from 76.4 µM), inactives show top-dose activity change, negative = inhibition, hits mostly inhibitors; 300,000 compounds, 0.38% hits; AID 2100, 2009;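 further: 0% = full enzyme reaction and -100% = no-enzyme basal signal; the screen sought inhibitors and activators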
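Natural-substrate format: glycogen cleavage by 4 nM human enzyme, glucose read by Amplex Red coupling (Ex 573, Em 610 nm). Normalized to enzyme and no-enzyme controls.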
RGS12 GoLoco inh: qHTS Assay for Inhibitors of RGS12 GoLoco Motif Activity (Red Fluorophore); Gai1:RGS12 GoLoco peptide FP, rhodamine, 10 min; Guanine nucleotide-binding protein G(i) subunit alpha-1 (Homo sapiens), P63096; Potency, µM (series often up to 61.6 µM), inactives show top-dose activity, negative = inhibition, usual class: inhibitors; 230,000 compounds, 0.44% hits; active means well fitted inhibition curve with a large enough effect, not every such curve was filed as active; inactive means no such curve, though single readings can be large or run the other way; further: on the % scale 0 is the no-effect control and ±100 the full control effect; nearly all actives have a fitted effect of over 30% in size; many of its hits are not listed in these tables
Target sequence (P63096 whole entry, looked up): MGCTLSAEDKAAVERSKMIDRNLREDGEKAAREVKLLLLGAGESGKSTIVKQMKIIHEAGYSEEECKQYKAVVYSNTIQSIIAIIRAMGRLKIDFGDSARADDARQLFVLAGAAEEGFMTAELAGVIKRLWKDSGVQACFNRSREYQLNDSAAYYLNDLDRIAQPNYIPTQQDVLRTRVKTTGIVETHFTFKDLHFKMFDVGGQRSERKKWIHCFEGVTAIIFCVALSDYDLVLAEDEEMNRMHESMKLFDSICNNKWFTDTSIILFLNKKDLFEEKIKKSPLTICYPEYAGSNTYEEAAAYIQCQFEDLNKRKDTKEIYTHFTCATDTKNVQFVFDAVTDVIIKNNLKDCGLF
HTT ATP protect: qHTS Multiplex Assay to Identify Dual Action Probes in a Cell Model of Huntington: Cytoprotection (ATP); PC12 HTT-Q103 induced, cytoprotection, ATP luminescence, 40 h; Potency, µM (doses to about 56.4 µM), inactives show cytoprotection (ATP increase), most hits filed as activators; 230,000 compounds, 0.14% hits;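 further: % of control where 0% means no effect; nearly all actives have a fitted effect of over 45% in size; toxic huntingtin expression switched on by the ecdysone agonist tebufenozide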
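ATP quantification (ATPlite) reports survival of PC12 cells in which tebufenozide, 100 nM final, switches on Htt exon 1 with 103 glutamines linked to GFP; compounds are titrated.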
aGlu spleen mod: qHTS Assay for Inhibitors and Activators of Human alpha-Glucosidase From Spleen Homogenate; Potency, µM (doses to about 79.9 µM), inactives show at the highest dose activity change, negative = inhibition, hits mostly inhibitors; 240,000 compounds, 0.006% hits; human spleen homogenate, 4-MU-alpha-glucoside fluorescence; Lysosomal alpha-glucosidase (Homo sapiens), P10253;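 further: 0% = enzyme with vehicle and -100% = no enzyme basal signal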
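Enzyme source: human spleen homogenate, 1 ug/well. Buffer 50 mM citric acid/K phosphate pH 5.0, 0.01% Tween-20. 4-MU-alpha-glucoside 1 mM; 37 C x 40 min; NaOH/glycine stop; fluorescence.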
HTT aggregate: qHTS Multiplex Assay to Identify Dual Action Probes in a Cell Model of Huntington: Aggregate Formation (GFP) | PC12 HttQ103-GFP aggregates, Acumen cytometry, 40 h | Potency, µM (top dose mostly 46.1 µM), inactives show at the top dose activity change, negative = inhibition, most hits filed as inhibitors | 220,000 compounds, 1.1% hits | AID 1688, 2009; further: on the % scale 0 is the no-effect control and ±100 the full control effect; nearly all actives have a fitted effect of over 60% in size
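Aggregates are detected as GFP objects 1–25 µm with signal 6 STDEV over background in lysates of induced PC12 cells. These carry Huntingtin exon 1 with 103 glutamines fused to GFP under an ecdysone promoter; compounds titrated.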
An asterisk follows results filed as active; ? = inconclusive; . = not tested or not shown; [ ] = remark or other dose. Unless noted, the call rests on the fitted dose curve; in most records, active means well fitted curve in the direction sought with a large enough effect; inconclusive means small, poorly fitted or top-dose-only effect, or another doubt; inactive means no such curve, though single readings can be large; an effect the other way counts as inactive or inconclusive. Potency means the concentration at half of the fitted maximal effect. Some of the compounds tested; count on the stated rates, not on these rows.

The opening 3 compounds as a preview:
SMILES	IMPase Li inh	GAA inh	GAA glycogen mod	RGS12 GoLoco inh	HTT ATP protect	aGlu spleen mod	HTT aggregate
Cc1nn(Cc2n[nH]c(=S)n2Cc2ccccc2)c(C)c1Cl	15%[38.3 µM]	-10%	3%	7%	-11%	1%	3%
Cc1ccc2c(c1)S/C(=C/c1ccc[n+](CCO)c1)N2C	10%	-13%	5%	-20%	-46%[inhibitor]	-3%	-19%
O=C(O)CC(CNS(=O)(=O)c1cccc2nsnc12)c1ccccc1 (stereo not drawn)	-12%	3%	6%	0%	-6%	3%	-5%

Main list, previewed entries included:
SMILES	IMPase Li inh	GAA inh	GAA glycogen mod	RGS12 GoLoco inh	HTT ATP protect	aGlu spleen mod	HTT aggregate
Cc1nn(Cc2n[nH]c(=S)n2Cc2ccccc2)c(C)c1Cl	15%[38.3 µM]	-10%	3%	7%	-11%	1%	3%
Cc1ccc2c(c1)S/C(=C/c1ccc[n+](CCO)c1)N2C	10%	-13%	5%	-20%	-46%[inhibitor]	-3%	-19%
O=C(O)CC(CNS(=O)(=O)c1cccc2nsnc12)c1ccccc1 (stereo not drawn)	-12%	3%	6%	0%	-6%	3%	-5%
COc1ccc2c(c1)C(SCC(=O)NCc1ccccc1)CC(C)(C)O2 (stereo not drawn)	2%	-1%	-5%	-6%	.	1%	-9%
Cn1cccc1-c1nc2ccccc2[nH]1	.	.	-2%	-3%	15%[10 µM]	-4%	-4%[9.22 µM]
CCCCCc1c(C)nc(SCC(=O)O)[nH]c1=O	3%	0%	4%	0%	-16%[0.074 µM]	-2%	0%
N#C/C(=C\c1ccc[nH]1)S(=O)(=O)c1ccccc1	11%[38.3 µM]	-9%	5%	7%	-10%[0.074 µM]	-14%	-11%
CCC1(COC(=O)Nc2cccc(Cl)c2)COC1	13%[38.3 µM]	1%	10%	-3%	13%	-1%	-10%
COc1ccc(C2c3[nH]c4ccccc4c3CCN2CCCn2cccn2)cc1C (stereo not drawn)	12%	-8%	2%	8%	5%[10 µM]	2%	-3%[9.22 µM]
COCCNC(=O)C1(C)C=CCN1C(C)=O (stereo not drawn)	-8%	.	.	0%	1%	-4%	.
COc1ccc(C2C(C(=O)c3cccs3)=C(O)C(=O)N2c2cccc(C)n2)cc1 (stereo not drawn)	.	.	5%	12%	-16%[10 µM]	-3%	-27%[9.22 µM]
COc1cc(Cl)c(S(=O)(=O)N2CCCC2)cc1Cl	4%	10%	10%	13%	-6%[10 µM]	8%	5%[9.22 µM]
CN(NC1OC(=O)c2ccccc21)c1ncc(C(F)(F)F)cc1Cl (stereo not drawn)	.	2%	5%	0%	-18%[10 µM]	-6%	-4%[9.22 µM]
CC(C)CCNC(=O)NC(=O)COC(=O)/C=C/c1cnc2ccccc2n1	4%[38.3 µM]	-3%	-3%	0%	10%	-4%	-6%
CC(O)(C#CCN1CCCCC1)c1ccccc1 (stereo not drawn)	17%	2%	6%	-6%	23%[10 µM]	-1%	28%
CC1CC(C(F)(F)C(F)(F)F)n2nc(C(=O)O)cc2N1 (stereo not drawn)	-11%[38.3 µM]	1%	0%	-5%	-7%[0.074 µM]	2%	2%
CCOC(=O)c1c(C)[nH]c(=S)c(C#N)c1-c1ccc(OC)cc1	5%[38.3 µM]	-10%	-15%	11%	-29%	-6%	6%
Clc1ccc(-c2nnc(SCc3nc4ccccc4[nH]3)o2)c(Cl)c1	5%	-6%	5%	9%	12%[1.9 µM]	-2%	-17%
O=C(COC(=O)COc1ccc(Cl)cc1Cl)Nc1cccnc1Cl	-2%	1%	4%	8%	3%[10 µM]	-2%	1%
CCn1c(C)nc2cc(C(=O)NNC(=S)Nc3ccc(C)cc3)ccc21	.	.	?	99%[activator]	3%[10 µM]	-3%	3%[9.22 µM]
N=c1c2c3c(sc2nc2n1CCCCC2)CCCC3	25%	0%	-19%	-5%	6%[1.9 µM]	4%	-10%
Cc1ccc(NC(=O)CC2C(=O)NCCN2C(=S)Nc2ccccc2)c(C)c1 (stereo not drawn)	2%	0%	3%	9%	16%[10 µM]	-2%	20%
Cc1ccccc1OCC(=O)NN1CCN(C)CC1	-4%	-5%	-8%	7%	?	-19%	?
Cc1oc(C(C)(C)C)cc1C(=O)N1CCN(c2ccc(C(F)(F)F)cn2)CC1	.	0%[15.4 µM]	0%	1%	8%[10 µM]	1%	-14%[9.22 µM]
CC(C)C(NC(=O)c1cccnc1)C(=O)O (stereo not drawn)	6%	-6%	-13%	7%	-11%[10 µM]	-5%	-13%[9.22 µM]
CCN(CC)S(=O)(=O)c1ccc(Cl)c(NC(=O)COc2ccccc2[N+](=O)[O-])c1	6%	0%	-3%	-10%	3%[10 µM]	6%	-20%
COC(=O)c1nn(-c2ccc(OC)cc2)c(=O)cc1NN	10%	-12%	?	0%	.	-13%	2%
O=C(Nc1ccccc1N1CCCC1)c1cccnc1	7%	0%	-18%	-7%	22%[10 µM]	1%	10%
Cc1ccc(Nc2cnn(C34CC5CC(CC(CC(=O)O)(C5)C3)C4)c(=O)c2Cl)cc1C	22%[38.3 µM]	-7%	8%	5%	2%	-2%	5%[9.22 µM]
CCOC(=O)Cc1csc(N(C)C)n1	-7%	-1%	-1%	-9%	-34%	2%	-2%
C=CCn1c(SCC(=O)O)nnc1-c1cccs1	24%[38.3 µM]	0%	-14%	5%	4%	-6%	20%
Cc1ccc(CNC(=O)CCNS(=O)(=O)c2ccc3c(c2)c(=O)n(C)c(=O)n3C)cc1	-4%[38.3 µM]	-1%	2%	4%	-24%	-3%	-13%
CCn1cc(C(=O)NC(=S)Nc2sc3c(c2C(=O)OC)CCCCCC3)cn1	.	8%	10%	.	-41%[10 µM]	-2%	7%
CCNc1nc(C(=O)O)nc(N2CCOCC2)n1	11%	-6%	?	4%	13%[10 µM]	-8%	3%
CCOC(=O)C1CCCN(C(=O)/C=C/c2cc(OC)c(OC)c(OC)c2)C1 (stereo not drawn)	7%	8%	9%	7%	-26%	3%	16%
CC1(C(=O)O)CCC(C(N)=O)C1(C)C (stereo not drawn)	.	.	3%	-5%	18%[10 µM]	5%	-37%[9.22 µM]

Six entries out of the list above, sorted by the number in GAA inh, lowest first.
| Compound | GAA inh |
| --- | --- |
| CCNc1nc(C(=O)O)nc(N2CCOCC2)n1 | -6% |
| C=CCn1c(SCC(=O)O)nnc1-c1cccs1 | 0% |
| CC1CC(C(F)(F)C(F)(F)F)n2nc(C(=O)O)cc2N1 (stereo not drawn) | 1% |
| CN(NC1OC(=O)c2ccccc21)c1ncc(C(F)(F)F)cc1Cl (stereo not drawn) | 2% |
| CCn1cc(C(=O)NC(=S)Nc2sc3c(c2C(=O)OC)CCCCCC3)cn1 | 8% |
| COc1cc(Cl)c(S(=O)(=O)N2CCCC2)cc1Cl | 10% |

Other records.
SMILES	IMPase Li inh	GAA inh	GAA glycogen mod	RGS12 GoLoco inh	HTT ATP protect	aGlu spleen mod	HTT aggregate
O=C(CNC(=O)c1cccc(F)c1)OCC(=O)N1CCCc2ccccc21	-4%	4%	9%	18%	-1%[10 µM]	0%	-10%
CC(C)Cn1c(-c2ccc(C#N)cc2)nc2c1c(=O)[nH]c(=O)n2CC(C)C	17%[38.3 µM]	2%	2%	12%	-8%	-11%	17%
Cc1cc(C)cc(OCC(=O)NNC(=O)c2cc3ccccc3o2)c1	1%	4%	-6%	-19%	8%[10 µM]	1%	-3%
COC(=O)c1cccc(NS(=O)(=O)c2ccc(NC(C)=O)cc2)c1C	-3%[38.3 µM]	-3%	-4%	4%	10%	-5%	-18%
FC(F)(F)c1ccc(N2CCOCC2)c(Nc2nc3ccccc3n3cnnc23)c1	-6%[38.3 µM]	?	-18%	9%	-71%[inhibitor]	-2%	-15%
CCOC(=O)CSc1nnc2cc(C)c3ccccc3n12	3%	1%	-6%	4%	1%[10 µM]	-7%	3%
O=C(Cn1nc(Cc2cccnc2)c2ccccc2c1=O)N1CCN(c2ccccn2)CC1	2%[38.3 µM]	-7%[15.4 µM]	6%	-1%	-10%	0%	13%
Nc1nc(Nc2ccc(Cl)cc2)nc(NCCO)c1[N+](=O)[O-]	.	.	5%	-7%	21%[10 µM]	-5%	4%[9.22 µM]
O=C(c1cc(=O)c2ccccc2o1)N1CCN(c2ccccc2)CC1	-2%	11%	1%	0%	-19%	5%	-4%
O=C1CC(NNc2ccccc2)C(=O)N1c1cccc(Cl)c1 (stereo not drawn)	1%[38.3 µM]	-4%	-20%	6%	-25%	-9%	7%
CCOc1cc(S(=O)(=O)N(CC)CC)ccc1Cl	4%	7%	-4%	5%	.	0%	-6%
CCOC(=O)N1CCC(N2Cc3cccc(C(=O)N4CCN(c5cccc(Cl)c5)CC4)c3C2=O)CC1	5%	-6%	-6%	11%	-17%	7%	-4%
